Assay outcomes (PubChem BioAssay)
NS3h inh CB: blocks HCV NS3 helicase binding to DNA | 16,000 tested, 1.6% active | NS3h Cy5-dT15 DNA binding, fluorescence polarization | inhibition, % at 100 µM;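 active = inhibition above the average over every tested compound plus 3 SD, cut at about 40% in these data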
Cy5 interf NS3h: Cy5 fluorescence interference, HCV helicase counter-screen. Cy5-dT15 DNA with NS3h; actives lie on both sides; signal over control mean, under 1 quenches. fluorescence interference ratio at 100 µM. 16,000 tested, 6% active. AID 720488;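 active = compound fluorescence over control fluorescence at most 0.8, a quencher, or at least a set upper limit, an enhancer; inactive = ratio between 0.8 and the set upper limit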
Numbers without * were called inactive.

Under each structure – NS3h inh CB	Cy5 interf NS3h
COc1ccc2nc(SCC(=O)Nc3ccc(/C=C/c4ccccc4)cc3)[nH]c2c1
  -15	1.1
COc1ccc(C(=O)N/C(=C\c2ccc(-c3cccc(Cl)c3)o2)C(=O)NCCCN2CCOCC2)cc1
  22	0.84
Cc1ccc(CCC(=O)Nc2ncc(Cc3ccc(F)cc3)s2)o1
  -10	0.99
Cc1ccc(NC(=O)c2cccc(C(=O)Nc3ccc(C)cc3)n2)cc1
  4	0.98
COc1ccc(-c2cc(C(F)(F)F)n3nc(C(=O)N4CCc5ccccc5C4)cc3n2)cc1
  9	0.97
COc1c(Cl)cc(C(=O)Nc2cc(C)ccc2C)cc1Cl
  21	1.1
O=C(NCCN1CCOCC1)C(=O)NCc1ccc(Cl)cc1
  7	1.3*
COc1ccc(C(NC(=O)c2ccccc2)NC(=O)c2ccccc2)cc1OC
  -10	1.1
CCOc1cc(/C=C2\SC(=S)N(c3cccc(OC)c3)C2=O)ccc1O
  14	0.98
CC(C)COc1ccc(C(=O)Nc2ccccc2)cc1
  13	0.95
COC(=O)c1ccc(C2Nc3cc(C)c(C)cc3NC3=C2C(=O)CC(C)(C)C3)cc1 (centres undefined)
  4	1
O=C(O)C1C2C=CC(C3CC23)C1C(=O)Nc1ccc(F)cc1 (centres undefined)
  -12	0.69*
CCc1c(C)c(C#N)c2nc3ccccc3n2c1-n1ccnc1C
  12	1.2
Cc1ccc(C)c(S(=O)(=O)Nc2ccc(O)c3ccccc23)c1
  8	0.9
Cn1c(=O)c2c(nc(C(N)=O)n2C)n(C)c1=O
  9	1
Cc1ccc(-c2nc3cc(Cl)ccc3o2)cc1NC(=O)/C=C/c1cccc([N+](=O)[O-])c1
  5	1
C=CCc1ccccc1OCCOc1c(Br)cc(/C=c2\sc3nc4ccccc4n3c2=O)cc1OC
  -2	1
Cc1ccc(S(=O)(=O)N(C)c2cccc3cccnc23)cc1
  -13	0.98
N/C(=N/OC(=O)c1ccccc1Br)c1ccc(Cl)cc1
  11	1
O=C1C=C(Nc2ccccc2C(=O)O)CC(c2ccccc2)C1 (centres undefined)
  14	1.1
O=C(Nc1ccc(Cl)c(C(F)(F)F)c1)c1ccccc1I
  9	0.96
Cc1ccc(C2=N/C(=C\c3cccs3)C(=O)N2Nc2ccccc2)cc1
  10	0.97
Cc1onc(-c2ccccc2Cl)c1C(=O)Nc1ccc(S(=O)(=O)Nc2ncccn2)cc1
  4	1
Cc1ccc(P(=O)(CSC(=N)N)c2ccc(C)cc2)cc1
  -3	1.1
COc1ccc(CC(=O)Nc2ccc(Cl)cc2)cc1OC
  3	0.9
O=C1CSC(=Nc2ccc(F)cc2)N1
  2	0.96
COc1ccc(NS(=O)(=O)c2ccc(NC(=S)NC(=O)c3sc4cc(F)ccc4c3Cl)cc2)nn1
  63*	0.98
O=S(=O)(Nc1nnc(-c2ccccc2)s1)c1ccc(Cl)cc1
  -12	1
COc1ccc(/C=N\n2cnnc2)cc1COc1ccccn1
  3	0.97
CCOc1cc(/C=C2\C(=O)NC(=O)N(c3cc(C)cc(C)c3)C2=O)ccc1O
  1	0.96

An excerpt of these results, as comma-separated lines.
molecule,NS3h inh CB,Cy5 interf NS3h
O=C1C=C(Nc2ccccc2C(=O)O)CC(c2ccccc2)C1 (centres undefined),14,1.1
O=C(Nc1ccc(Cl)c(C(F)(F)F)c1)c1ccccc1I,9,0.96

More results
Under each structure – NS3h inh CB	Cy5 interf NS3h
COc1ccc(OC)c(C2NC(c3cc(OC)ccc3OC)C(C)C(C)(O)C2C)c1 (centres undefined)
  -5	0.93
COc1ccc(OC)c(C(=O)c2c(C)oc3ccc(O)cc23)c1
  10	0.97
Cn1cnnc1Sc1cc(N2CCN(CCO)CC2)ccc1[N+](=O)[O-]
  10	0.88
CCOc1cc(/C=C2\SC(N)=NC2=O)cc(Br)c1OS(=O)(=O)c1ccc([N+](=O)[O-])cc1
  5	0.98
NC(=O)/C=C/c1cn(-c2ccccc2)nc1-c1ccccc1
  17	0.93
CC(=O)Oc1ccc(-c2cccc(C(=O)NC(CO)C(O)c3ccc([N+](=O)[O-])cc3)c2)cc1 (centres undefined)
  1	0.99
O=C(N/N=C\c1cccs1)/C(=C\c1ccc2c(c1)OCO2)NC(=O)c1ccccc1
  18	1
O=C1CC(=O)N(Cc2ccccc2)CCN1Cc1ccccc1
  9	0.89
O=C(NCC1CCCO1)c1cnn2c1NC(c1ccc(Br)cc1)CC2C(F)(F)F (centres undefined)
  13	0.92
CC(=O)Nc1sc2c(c1C(=O)Nc1ccc(Br)cc1)CCCC2
  0	0.96
CC(=O)CC(=O)Nc1ccn(-c2ccccc2)n1
  -1	1
CC(=O)CC(=O)Nc1c(Cl)cccc1Cl
  6	1
O=C1NC(=S)N(c2ccc(F)cc2)C(=O)/C1=C/c1ccc(F)cc1
  8	0.65*
NC(=O)c1ccc[n+](CC(=O)c2cc3ccccc3oc2=O)c1
  -7	0.6*
O=C1/C(=C/c2ccccc2Cl)SC(=S)N1c1ccc(Br)cc1
  -1	1
Cc1ccc(-n2nc3ccc(NC(=O)c4cccs4)cc3n2)cc1Cl
  -8	1.2
C=Cc1ccc(COc2ccc3c4c(c(=O)oc3c2)CCC4)cc1
  1	1.1
CN(C)c1ccc(C2C(=C(O)c3ccccc3)C(=O)C(=O)N2c2cccnc2)cc1 (centres undefined)
  -1	1.1
CCOC(=O)c1c(-c2ccccc2)oc2ccc(OC(=O)c3ccc([N+](=O)[O-])cc3)cc12
  1	0.98
COc1ccc(-n2nc3cc(C)c(NC(=O)C(c4ccccc4)c4ccccc4)cc3n2)cc1
  5	1.1
Cc1ccccc1N(CC(=O)NCc1ccncc1)S(=O)(=O)c1ccccc1
  -5	0.98
O=C(O)c1cc(O)ccc1NC(=O)C(c1ccccc1)c1ccccc1
  5	0.98
CC(C)(C)C(=O)/C=C(N)\C=C\c1ccccc1
  12	0.64*
COc1ccc(/C(N)=N\OC(=O)c2ccc(Cl)cc2Cl)cc1
  13	1
CC1=NN(c2nc(-c3ccc(Cl)c(Cl)c3)cs2)C(=O)C1
  -4	0.81
Cc1ccc(N2C(=O)NC(=O)/C(=C\c3ccc(C)s3)C2=O)cc1
  -5	0.82
N#C/C(=C\c1cn(-c2ccccc2)nc1-c1cccs1)C(N)=O
  2	0.94
COc1ccccc1C(=O)Oc1ccc2oc(=O)sc2c1
  7	1
O=C(CN(c1cccc(Br)c1)S(=O)(=O)c1ccccc1)Nc1ccccc1
  13	0.97
Cc1cccc(CC2CC(=O)N(c3ccc(Cl)c(Cl)c3)C2=O)c1 (centres undefined)
  4	0.95

Complete entries, quoted from the list.
`NC(=O)/C=C/c1cn(-c2ccccc2)nc1-c1ccccc1` is listed with NS3h inh CB: 17; Cy5 interf NS3h: 0.93
`CC(C)(C)C(=O)/C=C(N)\C=C\c1ccccc1` is listed with NS3h inh CB: 12; Cy5 interf NS3h: 0.64*

The list goes on:
Under each structure – NS3h inh CB	Cy5 interf NS3h
CCOc1cc(C=C2C(=O)NC(=O)NC2=O)ccc1OCc1c(C)no[n+]1[O-]
  15	1.1
C=CCn1cc(C)c(=O)n(CC(C)C)c1=O
  -1	1
O=C(NC12CC3CC(CC(C3)C1)C2)c1ccccc1I
  12	0.98
CC1=C(C)CC(C(=O)NCCc2ccccc2)C(C(=O)O)C1 (centres undefined)
  1	0.98
COc1ccc(OC)c(N(CC(=O)N(Cc2ccccc2)Cc2ccccc2)S(C)(=O)=O)c1
  16	1
CCOC(=O)C1=C(C)N(CCOC)C(=O)/C1=C\c1ccccc1F
  6	0.99
O=C(CSCC(=O)Nc1ccc2ccccc2c1)Nc1ccc(F)cc1
  17	0.95
CSc1ccc(S(=O)(=O)NCc2ccccc2C)cc1
  7	1
CCC(=O)Nc1ccc(NC(=O)COc2cc(C)ccc2C(C)C)cc1
  20	0.93
NC(=O)C1CCN(C(=O)c2ccccc2Br)CC1
  7	1.1
CCOc1cc(OCC)cc(C(=O)Nc2ccc3oc(-c4ccc(OC)cc4)nc3c2)c1
  13	0.98
COc1ccc(N(CC(=O)Nc2ccc(C(C)C)cc2)S(=O)(=O)c2ccccc2)cc1Cl
  -3	1
O=C(Nc1ccc([N+](=O)[O-])cc1)C1C(c2ccccc2)C1(Cl)Cl (centres undefined)
  14	0.99
COc1ccc(N2C(=O)NC(=O)/C(=C\c3cc(Cl)c(OC)c(Cl)c3)C2=O)cc1
  27	1
COc1ccccc1-n1cnc2nc[nH]c(=O)c21
  2	1
CCc1ccccc1NC(=O)CN(c1ccc(C)c(Cl)c1)S(C)(=O)=O
  0	0.92
O=c1c2c(nc3cc(-c4cccc(F)c4)[nH]n13)CCCC2
  10	1.1
COc1cc(/C=N\NC(=O)CSCc2ccc([N+](=O)[O-])cc2)cc(OC)c1OC
  -1	1
C=C1c2cc(OC)ccc2NC(=O)N1CC
  -1	1.1
CSc1ccc(S(=O)(=O)N(CC(=O)NC2CCCCC2)c2ccc(C)cc2)cc1
  -5	1
COc1ccccc1OCCOc1ccc(Br)cc1/C=C1/SC(=S)N(C)C1=O
  14	1
CCOC(=O)c1c(-c2ccccc2)oc2ccc(OCC(=O)N(CC)CC)cc12
  12	0.86
CCC(C)NC(=O)NS(=O)(=O)c1ccccc1Cl (centres undefined)
  -1	0.97
COC(=O)c1ccc(C(=O)OC)c(NC(=O)c2c(OC)cccc2OC)c1
  13	1
COCCOC(=O)c1c(C)oc2ccc(OCC(=O)c3ccc(Br)cc3)cc12
  16	0.85
O=C(Nc1ccc(Cl)cc1Cl)c1ccccc1F
  2	1.1
CC(C)Oc1ccc2c(-c3ccccc3)cc(=O)oc2c1
  31	0.91
O=C(c1cc(Cl)ccc1Cl)N1CCN(c2ccccc2)CC1
  5	0.61*
COc1ccccc1/C=C1\C(=O)NC(=S)N(c2ccc(Br)cc2)C1=O
  3	1
Cc1cc(C(F)(F)F)nn1CC(=O)Nc1sc2c(c1C(N)=O)CCC(C)C2 (centres undefined)
  10	0.75*

Fetched one by one from above (three):
Under each structure – NS3h inh CB	Cy5 interf NS3h
COc1ccccc1-n1cnc2nc[nH]c(=O)c21
  2	1
O=C(CSCC(=O)Nc1ccc2ccccc2c1)Nc1ccc(F)cc1
  17	0.95
CCC(C)NC(=O)NS(=O)(=O)c1ccccc1Cl (centres undefined)
  -1	0.97

Continued.
Under each structure – NS3h inh CB	Cy5 interf NS3h
CC(C)Oc1ccc(/C=C(/NC(=O)c2ccccc2)C(=O)Nc2ccccc2)cc1
  15	1
COc1ccccc1C(=O)N1CCN(C(=O)COc2ccc(Cl)cc2)CC1
  4	1.1
CCC(c1ccccc1)c1nnc(NC(=O)Nc2cccc(Cl)c2)s1 (centres undefined)
  47*	1.2*
CC(C)(C)c1ccc(S(=O)(=O)Nc2ccc(Cl)cc2)cc1
  8	0.9
COc1ccc(OC)c(/C=C2/SC(=S)N(CNc3cccc(Cl)c3)C2=O)c1
  22	0.6*
COc1cc(C=Nc2ccc(Cl)c([N+](=O)[O-])c2)ccc1OC(C)=O
  -1	0.96
COC(=O)C1=C(O)/C(=C/c2cc(C)n(-c3ccccc3C(F)(F)F)c2C)N=C1C
  4	1
COc1ccc(C2Nc3ccccc3C(=O)N2Cc2ccccc2)cc1Cn1nc(C)c(Br)c1C (centres undefined)
  9	0.97
COc1ccc(NC(=O)Cc2cccc3c(S(=O)O)cccc23)cc1
  -2	1
CCOC(=O)c1c(-c2ccccc2)oc2ccc(OC(=O)C(C)(C)C)cc12
  9	0.88
CC(C)CN1C(=O)/C(=C/c2ccc(F)cc2)SC1=S
  12	1
OC1CCNC(=S)N1c1ccccc1 (centres undefined)
  2	1.1
O=C(Nc1ccc(C(F)(F)F)cc1)c1ccc2c(c1)C(=O)N(CC1CCCO1)C2=O (centres undefined)
  5	1
CCN(CC)c1ccc(NC(=O)c2cc(I)ccc2Cl)cc1
  11	1
NNC(=Nc1ccccc1)c1ccccn1
  4	0.95
Fc1ccc(CSc2nc3ncccc3[nH]2)cc1
  24	1
COC(=O)CN(c1ccc(F)cc1)S(=O)(=O)c1ccccc1
  2	1
FC(F)(F)c1cc(-c2cccs2)c2nncn2n1
  2	1.1
COc1cc(/C=C2/SC(=S)N(c3ccccc3)C2=O)ccc1OC(=O)c1cccc(C)c1
  0	0.67*
COc1ccc(S(=O)(=O)Nc2ccccc2OC)cc1
  9	1
O=c1n(Cc2c(F)cccc2Cl)c2ccccc2n1Cc1c(F)cccc1Cl
  7	0.99
Cc1ccc(N2C(=O)CC(NC3CCCC(C)C3C)C2=O)cc1 (centres undefined)
  -23	1
CC(Oc1ccccc1)C(=O)Nc1cccc(Br)c1 (centres undefined)
  4	0.96
COc1cc(/C=C/c2nc(O)c([N+](=O)[O-])c(=O)[nH]2)ccc1OCc1ccccc1
  8	1
COc1ccc(NC(=O)CN(c2ccc(Cl)cc2)S(C)(=O)=O)cc1OC
  -5	1
CCOC(=O)c1c(C)nc2n(/N=C\c3ccc([N+](=O)[O-])cc3)c3ccccc3n12
  6	1.1
O=C(Nc1ccccc1C(=O)N1CCN(Cc2ccccc2)CC1)c1ccco1
  1	0.98
Cc1cc(C=O)c(C)n1-c1ccc2ccccc2c1
  7	0.89
COc1ccc(NC(=O)CN(c2ccc(C(C)C)cc2)S(=O)(=O)c2ccccc2)c(OC)c1
  9	1
CCc1ccc(NC(=O)C(=O)NCCN2CCOCC2)cc1
  5	0.99
O=C(/C=C/c1ccco1)Nc1cc(Cl)ccc1C(=O)O
  63*	0.9
COc1cc(C(=O)N2c3ccccc3CC2C)cc(OC)c1OC (centres undefined)
  -6	0.93
COC(=O)C1=C(C)NC2=C(C(=O)c3ccccc32)C1c1ccc(I)o1 (centres undefined)
  -7	1
